Screening results from PubChem BioAssay.
ER stress rescue – protection against thapsigargin-triggered cell killing – 384-well, CSM14.1, ATP luminescence, primary screen (AID 1222). CSM14.1 thapsigargin-induced death rescue, ATP luminescence; higher % means a stronger effect. one-dose cellular ATP content (survival), % at 20 µM; EC50 in µM for titrated hits. 190,000 tested, under 10 active;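 active = EC50 below 50 µM in the dose-response confirmation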;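 note: death triggered by thapsigargin at about 15 µM added after 2 h compound pretreatment; cell ATP read after overnight thapsigargin exposure of roughly 18 to 22 hours; normalized against plate controls of thapsigargin alone and 5% DMSO vehicle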
human PMI inhibitors – human PMI inhibitors, high substrate, primary screen, biochemical, fluorescence intensity, high mannose 6-phosphate (AID 1220); recombinant PMI enzyme, coupled fluorescence intensity; higher % means a stronger effect; inhibition, % at 20 µM; hits with a dose series show IC50 in µM; hit rate 0.66% among 190,000
WT yeast gro inh – growth inhibition of WT yeast, mitochondrial fusion screen; hit rate 2.1% among 190,000; AID 1362; inhibition, % at 10 µM; mitochondrial fusion phenotypic screen, WT strain; in the data active = inhibition above about 58%; tested in S. cerevisiae
M1AAP inhibition – P. falciparum M1AAP inhibitors, biochemical, fluorogenic H-Leu-NHMec substrate, 1536-well (AID 1445). recombinant M1AAP, H-Leu-NHMec fluorogenic kinetic assay; higher % means a stronger effect. inhibition, % at 30 µM, or IC50 in µM where a hit was titrated. hit rate 0.42% among 220,000;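 active = primary inhibition above the hit cutoff, then over 50% inhibition at one or more dose response concentrations, cut at about 23% in these data, passing the limit was not always enough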;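 note: plate controls were DMSO full reaction for no effect and no enzyme background for full effect; strong numbers were not always called active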
Myeloid diff MLP – myeloid differentiation induction. ER-HoxA9 myeloid progenitors, lysozyme-GFP differentiation, flow cytometry. calls only at 10 µM. hit rate 1% among 360,000. AID 624256;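 active = normalized GFP-positive differentiation at or above the plate's own cutoff, the solvent-only control mean plus 3 SD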;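 note: cells exposed to compound for four days before flow analysis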
UTI89 phage lysis – protection from phage-mediated lysis, alamar blue read-out – E. coli UTI89, K1F phage, bacterial capsule biogenesis inhibitors (AID 488966) | E. coli UTI89 K1F phage lysis, alamar blue, 2 h; higher % means a stronger effect | one-dose inhibition, % at 100 µM; IC50 in µM for titrated hits | hit rate 0.02% among 340,000;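 active = phage lysis inhibition, versus mean bacterial control, above a set limit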;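 note: capsule biogenesis inhibitors block K1F phage lysis so surviving cells raise fluorescence; higher fluorescence means more inhibition of phage lysis; actives were called in the ten point dose series up to 300 µM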
human PMI inhibition – inhibitors of human PMI, primary screen, biochemical, fluorescence intensity, coupled assay (AID 1209); hit rate 0.42% among 190,000; inhibition, % at 20 µM; hits with a dose series show IC50 in µM; purified PMI enzyme, coupled fluorescence intensity; higher % means a stronger effect;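 note: plate controls were DMSO vehicle for no effect and wells lacking substrate for full effect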
TNAP activators – stimulation of alkaline phosphatase TNAP activity – biochemical, luminescent, no phosphate acceptor, uHTS, primary screen (AID 1001). purified TNAP, luminescent activation assay, no phosphate acceptor; higher activation fold means a stronger effect. activation fold at 20 µM; hits with a dose series show EC50 in µM. hit rate 0.03% among 200,000; in the data active = activation fold from about 3, or a potency from the dose series; inactive = the rest, 99 in 100 with activation fold below about 1.6; note: many of its hits are not listed in these tables
Hep lipid drop – modulators of hepatic lipid droplet formation | AML12 mouse hepatocytes, oleate lipid droplets, BODIPY imaging | inhibition, % at 6.5 µM | hit rate 0.4% among 240,000;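 active = lipid droplet intensity inhibited by at least 50%, with more than 500 cells counted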
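Assay system: AML12 hepatocytes (mouse) / Also added: 100 µM oleic acid challenge / Times: overnight treatment with compound plus oleate / Detection: high-content imaging of BODIPY-stained droplets and DAPI nuclei / Evaluation: % inhibition of lipid droplet signal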
WT yeast gro inh mutant strain – recorded beside WT yeast gro inh, whose call it bears; inhibition, %; mitochondrial fusion phenotypic screen, mutant strain inhibition
Hep lipid drop cells 6.5 µM – also measured in Hep lipid drop; calls as there; cell count; measured here: cell count, cytotoxicity flag;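 cells counted across two imaged fields per well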
Myeloid diff MLP GFP+ MAC1+ % – further read-out of Myeloid diff MLP, marked with its call; GFP+ MAC1+ double positive, %; measured here: differentiation confirmed by MAC1 staining
* = called active by the depositor; i = inactive; . = not tested or not shown; [ ] = remark or other dose. Cut-off read from the data, not from the text of the source, unless noted: active = inhibition above about 50%; inactive = the rest.

SMILES	ER stress rescue	human PMI inhibitors	WT yeast gro inh	WT yeast gro inh mutant strain	M1AAP inhibition	Myeloid diff MLP	Myeloid diff MLP GFP+ MAC1+ %	UTI89 phage lysis	human PMI inhibition	TNAP activators	Hep lipid drop	Hep lipid drop cells 6.5 µM
O=C(Cn1nnc(-c2cccc(C(F)(F)F)c2)n1)N1CCCCCC1	-0.1%	0%	-1	-4	5%	i	0.3	0.5%	-3%	1.1	-3	740
Cc1nn(Cc2ccccc2)c(C)c1NC(=O)c1cc2nc(-c3ccco3)cc(C(F)(F)F)n2n1	-1.7%	3%	-14	7	9%	i	2.3	-0.8%	15%	1.1	-9	775
O=C(CCCc1ccccc1)Nc1cccnc1	-2.7%	8%	-2	2	4%	i	0.8	1.2%[50 µM]	8%	1.1	-2	707
O=C1c2ccccc2-c2onc3ccc(NCCCn4ccnc4)c1c23	-2.1%	14%	27	12	-7%	.	.	.	16%	0.7	-7	752
O=C1N=C(N2CCOCC2)S/C1=C\c1ccncc1	.	.	.	.	16%	i	0.4	1.7%	.	.	11	732
CCOc1cc(C(=O)CSc2nnc(CNc3ccc(Cl)cc3)o2)ccc1NC(=O)CC	-1.7%	-2%	6	7	1%	i	8.3	0.2%	-2%	1	.	.
COc1ccc(C2/C=C\CN(C(=O)Oc3ccc(C(F)(F)F)cc3)CC(=O)N2Cc2ccc(F)cc2)cc1 (stereo unspecified)	.	.	.	.	-3%	i	2.2	1.4%	.	.	-17	742
COc1ccc(Cc2noc(CN(C)Cc3ccc(-n4cccn4)cc3)n2)cc1OC	0.9%	-4%	5	6	6%	i	0.5	1.8%[50 µM]	6%	1.1	-5	720
Cc1ccc(C(C(=O)NC2CCCCC2)N(CC2CCCO2)C(=O)CNC(=O)c2cccs2)cc1 (stereo unspecified)	1.6%	1%	4	-4	1%	i	1.9	1.8%	1%	1	.	.
O=C(NC1CCCCCC1)c1cccnc1Sc1ccc(Cl)cc1	-1.6%	0%	-3	-19	3%	i	1.2	3.5%	10%	1.2	-12	473

Overlap with the part before: two entries; new compounds follow.
SMILES	ER stress rescue	human PMI inhibitors	WT yeast gro inh	WT yeast gro inh mutant strain	M1AAP inhibition	Myeloid diff MLP	Myeloid diff MLP GFP+ MAC1+ %	UTI89 phage lysis	human PMI inhibition	TNAP activators	Hep lipid drop	Hep lipid drop cells 6.5 µM
Cc1ccc(C(C(=O)NC2CCCCC2)N(CC2CCCO2)C(=O)CNC(=O)c2cccs2)cc1 (stereo unspecified)	1.6%	1%	4	-4	1%	i	1.9	1.8%	1%	1	.	.
O=C(NC1CCCCCC1)c1cccnc1Sc1ccc(Cl)cc1	-1.6%	0%	-3	-19	3%	i	1.2	3.5%	10%	1.2	-12	473
COCCn1c(C)cc(C(=O)CSc2ncn[nH]2)c1C	0.6%	3%	8	-1	3%	i	7.1	7.2%	8%	1	6	698
CCOc1cc(/C=N/NC(=O)C(N)=O)cc(Br)c1O	-1.0%	23%	-2	-6	23%	i	1.1	0.2%	9%	1.1	4	654
Cc1ccccc1NC(=O)c1ccc(Cl)c(NC(=O)c2cccnc2)c1	1.5%	-4%	-9	-24	6%	.	.	.	5%	1.1	6	659
O=C1/C(=C/Nc2ccc3c(c2)OCO3)CCc2ccccc21	-3.4%	0.83µM*	62*	39*	10%	i	0.9	-0.5%	96%*	1	9	690
Cc1ccc(SCC(=O)NCCCc2ccccc2)cc1	-1.0%	-1%	8	15	-1%	i	0.1	0.2%	7%	1	-36	551
COC(=O)Oc1ccc(/C=N/NC(=O)CSCc2ccccc2Br)cc1OC	-1.0%	13%	.	.	2%	i	1.9	-0.7%	17%	1	-19	788
COc1ccccc1C(=O)Nc1ccc(Oc2nnc(-c3ccc(C)cc3)c3ccccc23)cc1	13%	12%	-15	-19	-5%	i	1.3	1.3%	18%	1	24	655
CCOC(=O)N1CCN(c2cc(C)c(C(C)=O)cc2F)CC1	0.9%	8%	-6	-17	8%	i	2.6	4.0%	16%	1.1	.	.
CC(C)(C)Sc1ccc(N)nc1	-0.2%	1%	-14	4	-2%	i	0.8	1.1%	-12%	1	.	.
Cc1cc(C)c(NC(=O)Cn2nc(-c3ccccc3)nc2-c2ccccc2)c(C)c1	-2.3%	6%	-6	-6	4%	i	0.7	1.1%	31%	1.5	-12	474

Records above shown as hits in human PMI inhibitors.
Compound | human PMI inhibitors | WT yeast gro inh mutant strain | M1AAP inhibition | Myeloid diff MLP GFP+ MAC1+ % | human PMI inhibition | TNAP activators
O=C1/C(=C/Nc2ccc3c(c2)OCO3)CCc2ccccc21 | 0.83µM* | 39* | 10% | 0.9 | 96%* | 1

One compound at a time, as listed above. Screens in order: ER stress rescue, human PMI inhibitors, WT yeast gro inh, WT yeast gro inh mutant strain, M1AAP inhibition, Myeloid diff MLP, Myeloid diff MLP GFP+ MAC1+ %, UTI89 phage lysis, human PMI inhibition, TNAP activators, Hep lipid drop, Hep lipid drop cells 6.5 µM
`CCOc1cc(/C=N/NC(=O)C(N)=O)cc(Br)c1O` is listed as -1.0%, 23%, -2, -6, 23%, i, 1.1, 0.2%, 9%, 1.1, 4, 654
`COCCn1c(C)cc(C(=O)CSc2ncn[nH]2)c1C` is listed as 0.6%, 3%, 8, -1, 3%, i, 7.1, 7.2%, 8%, 1, 6, 698
`CC(C)(C)Sc1ccc(N)nc1` is listed as -0.2%, 1%, -14, 4, -2%, i, 0.8, 1.1%, -12%, 1, ., .
`O=C1/C(=C/Nc2ccc3c(c2)OCO3)CCc2ccccc21` is listed as -3.4%, 0.83µM*, 62*, 39*, 10%, i, 0.9, -0.5%, 96%*, 1, 9, 690
`CCOC(=O)N1CCN(c2cc(C)c(C(C)=O)cc2F)CC1` is listed as 0.9%, 8%, -6, -17, 8%, i, 2.6, 4.0%, 16%, 1.1, ., .

Later entries.
SMILES	ER stress rescue	human PMI inhibitors	WT yeast gro inh	WT yeast gro inh mutant strain	M1AAP inhibition	Myeloid diff MLP	Myeloid diff MLP GFP+ MAC1+ %	UTI89 phage lysis	human PMI inhibition	TNAP activators	Hep lipid drop	Hep lipid drop cells 6.5 µM
COc1ccc(OC)c(S(=O)(=O)Nc2ccccc2C(=O)O)c1	0.7%	-6%	1	-7	3%	i	0.2	-0.6%	1%	1	-1	650
O=C(NCc1ccccc1)c1ccc(CS(=O)(=O)Cc2ccccc2F)o1	-1.0%	4%	-9	-6	3%	i	0.7	0.1%	3%	1.1	-83	755
O=C(CN1C(=O)NC2NC(=O)NC21)N/N=C/c1ccccc1F (stereo unspecified)	-1.1%	3%	2	-15	5%	.	.	.	-3%	1.1	7	697
COc1ccc(CNC(=O)/C(C)=C\C(=O)O)cc1	-1.5%	12%	2	-11	-10%	i	0.7	0.2%	11%	1.1	-9	733
O=C(CS(=O)(=O)c1c[nH]c2ccccc12)NC1CCCCC1	-1.1%	10%	-11	2	0%	i	2.4	0.4%	13%	0.9	-6	626
CCc1ccc(N=CC23c4ccccc4C(c4ccccc42)C2C(=O)N(c4ccc(OC)cc4)C(=O)C23)cc1 (stereo unspecified)	2.7%	8%	21	-2	7%	i	0.5	-0.6%	16%	1.1	.	.
Cc1nnc(SCC(=O)N(C(C)C)C(C)C)nc1C	-3.0%	11%	-9	-12	2%	i	0.8	-0.3%	10%	1.1	8	672
COc1ccc(C2c3c(ccc4ccccc34)Oc3ncn4nc(Cc5ccc(OC)c(OC)c5)nc4c32)cc1 (stereo unspecified)	0.2%	8%	15	-4	11%	.	.	.	9%	1.1	6	643
CCC1c2ccc(C)n2CCN1C(=O)Nc1cc(Cl)ccc1OC (stereo unspecified)	1.6%	26%	14	5	8%	.	.	-0.6%	15%	1	-11	723
CCCn1nnnc1SCC(=O)NCc1ccc2c(c1)OCO2	0.0%	-6%	25	9	-15%	i	1.2	5.9%	-4%	1.1	.	.
CCCc1ccc(-c2csc(NC(=O)Cc3cccs3)n2)cc1	-0.7%	-4%	-12	-11	-3%	i	0.6	-0.1%	-6%	0.7	71*	774*
Cc1cccc(OCCCn2c(=O)oc3ccccc32)c1	0.5%	2%	0	-13	4%	i	0.2	-0.1%	7%	1.1	.	.
Cc1c(Cl)cccc1Nc1nc(N)nc(CN2CCc3ccccc3C2)n1	-0.7%	-6%	36	44	-3%	i	0.7	5.9%	7%	0.9	-9	814
O=c1c2ccccc2ncn1-c1ccccc1F	-0.2%	7%	-12	-5	-6%	i	0.1	0.4%	-9%	1.1	-7	692
COc1ccc(C(=O)Nc2c(F)c(F)c(F)c(F)c2F)c(OC)c1	-1.3%	-4%	8	-7	3%	i	1.2	-0.1%	1%	1.1	2	762
CC1=NC(=O)C(N=Nc2cccc(O)c2)N1c1ccccc1 (stereo unspecified)	-1.3%	18%	17	17	0%	i	0.8	1.9%	21%	1	-2	737
COCCNC(=O)CS(=O)(=O)Cc1nc(-c2ccc(C)cc2)oc1C	0.8%	9%	8	4	7%	i	1.7	-1.6%	11%	1.2	.	.
O=C(NNC(=S)NC(=O)c1cccnc1)c1ccc(F)cc1	.	.	.	.	-2%	i	0.2	0.6%	.	.	-19	696
FC(F)(F)c1cccc(Cn2cnc(NC(=S)NCCc3ccccc3)n2)c1	1.8%	-6%	6	11	-2%	i	0.5	-0.5%	-2%	1	-32	585
Cc1nnn(C23C[C@@H]4C[C@@H](CC(C(=O)N5CCN(c6ccccc6)CC5)(C4)C2)C3)n1	.	.	.	.	1%	i	0.8	0.4%	.	.	-7	756
Cc1nc2ccccn2c1C(=O)CSc1cccc(Cl)c1	.	-6%	27	41	7%	i	0.6	0.1%	-6%	1	-6	666
O=c1c2cc3c(cc2[nH]c(=S)n1Cc1ccco1)OCO3	-1.9%	-8%	11	16	3%	i	0.9	-0.1%	-2%	1	.	.
CN(C)C(=O)c1ccc(-c2n[nH]c(=O)c3ccccc23)cc1	1.8%	-10%	-14	1	-10%	i	0.6	0.2%	-4%	1	-3	634
COc1ccc(/C=N/n2c(C)nc3c([nH]c4ccccc43)c2=O)cc1CN1CCCC(C)(C)C1	.	.	.	.	3%	i	0.9	-0.3%	.	.	1	735
CC(=O)C(Cc1ccccc1)NC(=O)CN1CCN(Cc2ccccc2)CC1 (stereo unspecified)	1.6%	-4%	11	9	2%	i	0.3	0.0%	-7%	1.2	-1	730
CCC(C)Oc1nc(C)cc(C)c1S(=O)(=O)c1ccccc1C (stereo unspecified)	2.8%	10%	-17	-3	-3%	i	1.0	0.0%	13%	1	.	.
COc1cccc(Cn2nnc(C(=O)Nc3ccc(C)cc3)c2N)c1	-0.7%	-4%	8	-18	4%	i	1.1	4.1%	2%	1.2	.	.
CON/C=C(\C=Nc1ccc(C(F)(F)F)cc1)c1ncc(C(F)(F)F)cc1Cl	3.1%	2%	3	-16	-4%	i	0.9	0.1%	3%	1.1	.	.
